# Source: PubChem
# KCNH2 3.1 inh: KCNH2 3.1 (human) potassium channel inhibition | 340,000 tested, 0.95% active | AID 720553 | activity change, % (tested at about 1.8 µM) | U2OS KCNH2 3.1, thallium flux FluxOr; hits give low values;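 active means maximum activity change below -70%; inconclusive means maximum activity change from -70% to -50%; inactive means maximum activity change above -50%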;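 further: thallium influx rate constant from kinetic fluorescence after stimulation buffer; on the % scale 0 is the no-effect control and ±100 the full control effect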
#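 Kinetic fluorescence (2 min after stimulation buffer) measures Tl+ influx through KCNH2 3.1 expressed by viral transduction in U2OS cells; the rate constant is normalized against DMSO controls serving as positive and negative references.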
# ELG1 repair inh: blocks ELG1-dependent DNA repair in HEK293T cells; AID 504467; Potency, µM (titrated, usually from 46.1 µM), inactives show top-dose activity change, negative = inhibition, hits mostly inhibitors; 330,000 tested, 2.3% active; HEK293T ELG1-luciferase reporter, luminescence, 16 h; DNA damage induced by 5-fluorouridine; further: potency means the concentration at half of the fitted maximal effect; on the % scale 0 is the no-effect control and ±100 the full control effect; nearly all actives have a fitted effect of over 55% in size
#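 Overnight (16 hr) co-exposure of 2,000 cells/well to 5-fluorouridine and compound at 37 °C preceded detection. Luciferase was quantified via ONE-Glo luminescence; loss of signal denotes inhibition.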
# Eya2 phos inh: Eya2 (human) phosphatase inhibition; O00167; recombinant Eya2, OMFP fluorescence dephosphorylation (OMFP is methylfluorescein phosphate); Potency, µM (series often up to 76.9 µM), for inactives: at the highest dose activity, negative = inhibition, hits mostly inhibitors; 330,000 tested, 0.006% active; AID 488837; further: potency means the concentration at half of the fitted maximal effect; on the % scale 0 is the no-effect control and ±100 the full control effect
#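 Eya2 (0.2 uM) preincubated 10 min at ambient with compound, then OMFP substrate added at 50 uM; 10 min reaction in 50 mM HEPES pH 7.5, 50 mM NaCl, 5 uM MgCl2, 0.05% BSA, 1 mM DTT. Fluorescence read at Ex 485/Em 525 nm.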
# KCNH2 WT inh: KCNH2 (human, wildtype) channel inhibition. Q12809. U2OS, BacMam KCNH2, thallium flux FluxOr; hits give low values. activity change, % at 1.84 µM. 340,000 tested, 0.37% active. AID 720551;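 active means maximum activity change below -70%; inconclusive means maximum activity change between -70% and -50%; inactive means maximum activity change above -50%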; further: on the % scale 0 is the no-effect control and ±100 the full control effect
#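 U2OS cells were transduced with wild-type KCNH2 virus (2.03 x 10^8 / mL) for 4 h at room temperature, then cultured overnight at 37 C. Thallium flux was read with FluxOr dye. Rate constants were normalized to DMSO controls.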
# TCR act: activates T cell receptor signaling; primary human leukocytes, anti-CD3, IL-2 HTRF, 48 h; Potency, µM (top dose mostly 9.22 µM), without a hit: at the highest dose activation of IL-2 secretion, most hits filed as activators; 330,000 tested, under 10 active; AID 504894; further: % of control where 0% means no effect
#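 HTRF read-out of IL-2 secretion: europium cryptate donor excited at 320nm, d2 acceptor emission at 665nm. Cells were primary human leukocytes incubated 48 hr with compounds and a-CD3 beads, supplying TCR signal only.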
# AT treatment: potential ataxia-telangiectasia treatments restoring KAP-1 phosphorylation; […] A-T fibroblasts, KAP-1 phosphorylation AlphaLISA; neocarzinostatin DNA damage 30 min before lysis; Potency, µM (doses to about 57.5 µM), for the others: at the highest dose activation, usual class: activators; 320,000 tested, 0.19% active; further: potency means the concentration at half of the fitted maximal effect; % of control where 0% means no effect; nearly all actives have a fitted effect of over 45% in size
#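 hTERT-immortalized A-T patient fibroblasts ([…]), 500 cells/well in OPTI-MEM, 1% FBS, got compounds for 60 min, then NCS for 30 min at 37C. Lysates were then assayed for phospho-KAP-1 by AlphaLISA (anti-pKAP1 donor, anti-KAP1 acceptor beads), 6 hr at 25C.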
# Mito fusion yeast: mitochondrial division inhibition or fusion activation | AID 485298 | Potency, µM (highest dose often 46.1 µM), for the others: at the highest dose growth rescue (activation), usual class: activators | 320,000 tested, 0.23% active | S. cerevisiae fusion-defective mutant growth rescue, CellTiterGlo 48 h;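 further: potency means the concentration at half of the fitted maximal effect; % of control where 0% means no effect; nearly all actives have a fitted effect of over 45% in size; temperature-sensitive fusion mutants such as fzo1-1 at 37 °C on non-fermentable ethanol glycerol medium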
#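 Yeast fusion mutant, YPEG (non-fermentable carbon), compound, 48 h at 37C non-permissive; CellTiterGlo added, 10 min RT, luminescence read. Rescued growth = division inhibition.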
# TSHR antag: antagonists of human thyroid stimulating hormone receptor. P16473. TSHR-expressing cells, TSH-stimulated cAMP HTRF, 2 h; hits give low values. activity change, negative = inhibition, % at 11.5 µM. 330,000 tested, 0.2% active. AID 504810;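 active means activity change below a set negative limit, meaning inhibition stronger than a set level, cut at about -70% in these data; inconclusive means activity change between two set negative limits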; further: on the % scale 0 is the no-effect control and ±100 the full control effect
# Target sequence (P16473 whole entry, looked up): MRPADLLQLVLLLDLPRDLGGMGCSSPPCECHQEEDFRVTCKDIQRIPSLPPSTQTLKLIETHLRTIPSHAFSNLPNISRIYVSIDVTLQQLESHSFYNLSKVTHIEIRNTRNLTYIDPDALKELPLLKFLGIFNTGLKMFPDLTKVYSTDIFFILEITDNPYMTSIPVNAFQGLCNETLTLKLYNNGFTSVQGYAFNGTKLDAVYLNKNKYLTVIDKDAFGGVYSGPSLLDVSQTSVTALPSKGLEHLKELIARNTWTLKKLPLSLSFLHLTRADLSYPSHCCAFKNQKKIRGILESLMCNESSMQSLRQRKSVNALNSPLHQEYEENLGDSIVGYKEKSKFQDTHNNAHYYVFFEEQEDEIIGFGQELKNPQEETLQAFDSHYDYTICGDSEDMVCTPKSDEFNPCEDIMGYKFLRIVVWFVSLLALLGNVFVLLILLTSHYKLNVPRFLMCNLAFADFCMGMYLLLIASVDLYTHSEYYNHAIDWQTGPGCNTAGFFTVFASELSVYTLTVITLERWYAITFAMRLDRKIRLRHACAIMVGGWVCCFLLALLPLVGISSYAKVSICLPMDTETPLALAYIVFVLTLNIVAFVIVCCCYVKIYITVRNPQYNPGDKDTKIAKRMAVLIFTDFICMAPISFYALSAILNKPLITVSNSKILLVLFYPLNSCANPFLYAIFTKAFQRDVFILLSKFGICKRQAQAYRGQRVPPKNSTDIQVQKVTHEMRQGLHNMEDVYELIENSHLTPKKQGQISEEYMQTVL
#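 Cell-based HTRF cAMP assay; TSHR cells + compound, TSH EC80 (4nM final), 2 h, 37 deg C. Lysis with anti-cAMP cryptate and cAMP-d2, 30 min RT, read 665/620 nm.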
# USP2a block: blocks human ubiquitin-specific protease USP2a | Potency, µM (doses to about 38.3 µM), inactives show top-dose activity change, negative = inhibition, usual class: inhibitors | O75604 | USP2 core, Ub-CHOP2 coupled fluorogenic reporter, 485/531 | 330,000 tested, 0.01% active;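 further: potency means the concentration at half of the fitted maximal effect; plate controls were DMSO wells for no effect and full inhibition by NEM control for full effect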
#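 USP2 core (10nM final) preincubated 30min RT with compound in 20mM Tris-HCl pH 8.0, 2mM CaCl2, 2mM beta-mercaptoethanol, 0.05% CHAPS; 25nM Ub-CHOP2 plus 25nM reporter substrate added, fluorescence (Ex485/Em531) read after 60min.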
# TRPV1 agonist: agonists of human vanilloid receptor 1 (TRPV1); TRPV1-expressing cells, Fluo-8 calcium influx, agonist mode; Q8NER1; activation, % at 8.33 µM; 320,000 tested, 0.19% active; in the data active means activation above about 80%; inconclusive means between about 30% and that limit; further: 0% is about no effect
#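 TRPV1-expressing cells were cultured overnight at 35.5C and loaded with Fluo-8 calcium dye for 40 to 90 min at room temperature. After a 10 s baseline, compound was added and calcium influx was read kinetically for 3 min (ex 480/em 520 nm).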
# The depositor's hits bear a star; i = inactive; ? = inconclusive; . = not tested or not shown. Unless noted, the call rests on the fitted dose curve; in most records, active means well fitted curve in the direction sought with a large enough effect; inconclusive means small, poorly fitted or top-dose-only effect, or another doubt; inactive means no such curve, though single readings can be large; an effect the other way counts as inactive or inconclusive.
SMILES,KCNH2 3.1 inh,ELG1 repair inh,Eya2 phos inh,KCNH2 WT inh,TCR act,AT treatment,Mito fusion yeast,TSHR antag,USP2a block,TRPV1 agonist
CC(C)(C)c1nc2ccccc2[nH]1,8.0,0.5%,-8.1%,-3.0,2.7%,-0.8%,-7.3%,4.7,-2.4%,11.3
COC(=O)c1ccccc1-c1ccc(/C=N/Nc2nc(N3CCCC3)nc(N3CCCC3)n2)o1,-39.4,?,-5.8%,-2.2,9.4%,12.7%,0.2%,9.1,-6.7%,4.5
CSc1nsc(SCC(=O)Nc2ccc3c(c2)OCCO3)n1,6.9,?,5.4%,-5.0,2.6%,-0.4%,-1.1%,-9.0,-5.5%,4.2
CCC(C(=O)NC(C)(C)C)N(Cc1ccco1)C(=O)CNS(=O)(=O)c1ccc(OC)cc1 (configuration not stated),-45.4,0.1%,-12.9%,3.3,-2.9%,8.8%,-6.2%,7.1,0.2%,2.6
Cc1nn(-c2ccccc2)c(C)c1-c1ccccc1O,1.0,-26.7%,-0.5%,-1.6,0.0%,5.9%,1.7%,5.8,2.3%,0.6
COC(=O)CSc1nc(C)cc(Oc2ccccc2)n1,-5.2,7.3%,-3.6%,-8.2,4.5%,9.9%,2.5%,39.4,-2.3%,-0.8
Nc1ccc(C2CCCc3nonc32)c2nonc12 (configuration not stated),-1.9,0.5%,2.1%,-0.7,1.8%,.,7.0%,18.6,1.7%,-1.1
CS(=O)(=O)N(Cc1ccc(Cl)cc1)c1ccc(C(=O)NCCC2=CCCCC2)cc1,-1.9,1.4%,5.7%,4.3,.,3.5%,-7.2%,10.5,0.2%,?
Cc1ccc(-c2nn(-c3ccccc3)cc2CN(Cc2ccccc2)C(=O)c2ccco2)o1,-32.0,18.4µM*,-1.3%,-7.6,-2.1%,.,16.1%,0.2,4.4%,?
CC(C)Oc1ccc(C2CC(=O)N(c3ccccc3)C2=O)cc1 (configuration not stated),-10.9,?,-17.5%,1.0,-1.4%,1.1%,3.6%,0.1,1.4%,-0.3
N#Cc1c(SCC(=O)Nc2nncs2)sc2c(O)cc(=O)[nH]c12,-21.7,-9.2%,1.4%,2.4,-0.7%,-6.0%,-5.7%,20.6,?,-1.0
COc1ccc(CN(N=O)C2CC(=O)N(c3ccc(OC)cc3)C2=O)cc1 (configuration not stated),5.4,2.3%,17.6%,-2.4,-0.1%,-1.1%,3.1%,4.1,1.9%,15.0
CCOC(=O)C1CCN(C(=O)C(C)c2ccc([N+](=O)[O-])cc2)CC1 (configuration not stated),14.1,-2.5%,13.1%,i,2.4%,5.3%,-4.4%,9.3,0.3%,13.0
COc1ccc(C2Nc3ccccc3C(=O)N2NS(=O)(=O)c2ccccc2)cc1 (configuration not stated),6.0,-2.7%,-2.5%,-3.6,6.1%,3.1%,-6.6%,6.9,1.4%,-0.3
CC(C)N(CCCNC(=O)c1ccc(N2CCCC2=O)cc1)Cc1ccccc1,11.7,-5.8%,8.9%,-9.0,-4.2%,-1.8%,0.8%,2.4,-1.6%,-1.6
Cc1[nH]n(-c2ccc([N+](=O)[O-])cc2)c(=O)c1C=NCCN1CCN(C(=O)c2ccccc2F)CC1,7.4,3.7%,-0.8%,7.7,4.5%,-1.2%,-2.3%,5.2,-2.0%,-7.0
O=C(O)CC/C(=C\c1ccccc1[N+](=O)[O-])c1nc2ccccc2s1,-0.8,0.0%,16.3%,-13.6,-56.4%,1.6%,-5.0%,2.6,1.1%,1.4
Cc1ccc(CNC(=O)/C(C#N)=C/c2ccc(C)s2)cc1,-14.1,-9.7%,30.4%,12.8,5.3%,-6.4%,-0.8%,10.6,-1.5%,19.2
Cc1cccc(NC(=O)CC2SC(=NC3CCCCC3)NC2=O)c1 (configuration not stated),6.2,1.5%,-9.9%,7.8,-5.4%,-2.8%,-6.3%,4.5,1.8%,1.0
Cc1c(C)n2c(SCC(=O)N3CC(C)OC(C)C3)nnc2[nH]c1=O (configuration not stated),-23.2,26.7%,-13.6%,-1.3,0.3%,23.0%,-1.6%,1.6,2.3%,-5.9
Cc1ccc(C(=O)Nc2sc3c(c2C(=O)NCc2ccco2)CCCC3)cc1,-47.5,?,6.5%,-2.1,4.6%,-4.3%,6.3%,4.2,-0.7%,6.9
CCCCOc1ccccc1C(=O)NNC(=S)NC(=O)c1ccccc1[N+](=O)[O-],4.0,3.9%,-9.2%,-1.3,5.5%,1.5%,4.5%,-28.0,-2.5%,3.5
Cc1ccc(-n2c(C)c(C)c3c(NCCO)ncnc32)cc1,13.4,?,6.7%,-3.4,2.3%,-1.4%,5.4%,-3.6,0.7%,0.5
O=C(COc1cc(Cl)c(Cl)cc1Cl)Nc1ccc([N+](=O)[O-])cc1Cl,3.5,-3.5%,-28.0%,2.4,4.6%,-0.7%,5.3%,-6.6,7.9%,-1.7
CCOc1ccccc1NC(=O)C(OC(=O)C1CC1)c1ccccc1 (configuration not stated),-19.5,1.6%,-4.5%,40.0,4.8%,4.5%,5.8%,-3.4,5.7%,17.7

# 5 entries from above, ordered by count of non-hydrogen atoms, ascending:
SMILES,KCNH2 3.1 inh,ELG1 repair inh,Eya2 phos inh,KCNH2 WT inh,TCR act,AT treatment,Mito fusion yeast,TSHR antag,USP2a block,TRPV1 agonist
Cc1nn(-c2ccccc2)c(C)c1-c1ccccc1O,1.0,-26.7%,-0.5%,-1.6,0.0%,5.9%,1.7%,5.8,2.3%,0.6
CSc1nsc(SCC(=O)Nc2ccc3c(c2)OCCO3)n1,6.9,?,5.4%,-5.0,2.6%,-0.4%,-1.1%,-9.0,-5.5%,4.2
Cc1cccc(NC(=O)CC2SC(=NC3CCCCC3)NC2=O)c1 (configuration not stated),6.2,1.5%,-9.9%,7.8,-5.4%,-2.8%,-6.3%,4.5,1.8%,1.0
CCCCOc1ccccc1C(=O)NNC(=S)NC(=O)c1ccccc1[N+](=O)[O-],4.0,3.9%,-9.2%,-1.3,5.5%,1.5%,4.5%,-28.0,-2.5%,3.5
COC(=O)c1ccccc1-c1ccc(/C=N/Nc2nc(N3CCCC3)nc(N3CCCC3)n2)o1,-39.4,?,-5.8%,-2.2,9.4%,12.7%,0.2%,9.1,-6.7%,4.5

# Shown bar-delimited: part of the list above
molecule | KCNH2 3.1 inh | ELG1 repair inh | Eya2 phos inh | KCNH2 WT inh | TCR act | AT treatment | Mito fusion yeast | TSHR antag | USP2a block | TRPV1 agonist
CCCCOc1ccccc1C(=O)NNC(=S)NC(=O)c1ccccc1[N+](=O)[O-] | 4.0 | 3.9% | -9.2% | -1.3 | 5.5% | 1.5% | 4.5% | -28.0 | -2.5% | 3.5
Cc1ccc(-n2c(C)c(C)c3c(NCCO)ncnc32)cc1 | 13.4 | ? | 6.7% | -3.4 | 2.3% | -1.4% | 5.4% | -3.6 | 0.7% | 0.5

# (cont.)
SMILES,KCNH2 3.1 inh,ELG1 repair inh,Eya2 phos inh,KCNH2 WT inh,TCR act,AT treatment,Mito fusion yeast,TSHR antag,USP2a block,TRPV1 agonist
COc1ccc(N2CCCn3c2nc2c3c(=O)n(Cc3ccccc3F)c(=O)n2C)cc1,.,-1.3%,18.5%,.,.,-6.8%,?,4.6,0.6%,6.8
CCC(=O)Nc1ccc(C(=O)n2nc(C)cc2C)cc1,-29.1,18.5%,-9.5%,3.5,4.9%,5.3%,8.8%,9.3,-0.8%,4.6
CC(OC(=O)CNC(=O)c1ccc(Br)cc1)C(=O)NC1CCCCC1C (configuration not stated),13.8,0.2%,1.0%,8.4,.,-3.1%,-2.0%,5.2,2.4%,6.4
COC(=O)c1cc2occc2n1CC(=O)Nc1ccc(OC)c(OC)c1,16.8,1.3%,-7.9%,-8.1,.,1.6%,1.8%,5.4,-0.2%,-2.6
CCCc1ccc(C(=O)/C=C/N(C)C)cc1,-33.5,?,-7.2%,-30.7,-0.4%,2.6%,4.0%,0.6,1.7%,5.3
CC(=O)Nc1cc2nn(-c3ccccc3)nc2cc1Cl,0.5,?,-2.3%,-7.4,-7.7%,12.0%,4.6%,3.8,1.2%,3.2
CCn1c(O)c(C=NC2CCCC(C)C2C)sc1=S (configuration not stated),-1.9,?,-3.9%,3.3,-0.3%,-3.2%,7.6%,-10.9,2.7%,12.6
COc1ccc2[nH]c3c(c2c1)CCn1c-3nc2ccccc2c1=O,-35.3,?,13.9%,-0.4,2.2%,1.4%,-2.4%,-14.2,7.0%,?
COc1ccccc1OCCNC(=O)Cc1ccc(S(=O)(=O)N2CCOCC2)s1,-8.3,7.0%,-0.6%,-4.8,3.1%,8.7%,-0.5%,2.7,-0.1%,9.0
O=C(CNC(=O)c1cccs1)OCC(=O)c1ccc(Cl)cc1,2.8,-9.1%,-10.0%,1.4,-7.7%,-1.2%,-5.3%,-2.3,-1.7%,1.6
Cc1ccc(CNc2cc(-c3nn4c(C)nnc4s3)ccc2C)s1,-8.4,-26.4%,0.1%,2.2,-1.9%,9.1%,0.6%,-14.5,0.9%,?

# This is a subset; count on the stated rates, not on these rows.
